ARFGAP1 inhibitor = rat ARFGAP1 inhibition; Q62848; Arfgap1-stimulated ARF1 GTP hydrolysis, GDP FP detection; inhibition, % at 16.5 µM; hit rate 0.26% among 360,000; AID 651572;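 active = inhibition above a per-plate limit, mean inhibition of low control wells plus 3 SD, cut at about 25% in these data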;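 note: 0% = DMSO wells with enzyme and 100% = wells lacking Arfgap1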
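Assay system: purified rat His6-Arfgap1 residues 1-136 (GAP domain); Reagent: human Δ17 ARF1 bound to GTP; Dosing: 16.5 µM single point, 1.26% DMSO; Times: GTP hydrolysis reaction 2 h at 25 °C; Signal: FP, GDP Alexa 633 tracer displaced from anti-GDP antibody, 620/688 nm; Measure: % inhibition from polarization.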
proKLK7 act = activators of human kallikrein-7 zymogen. P49862. purified proKLK7, EDANS-DABCYL substrate fluorescence; 100% is mature enzyme control, 0% vehicle. activation, % at 7 µM. hit rate 0.9% among 370,000;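 active = activation above the mean of all tested compounds plus 3 SD, computed per campaign excluding outliers beyond control limits, cut at about 13% in these data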
PLC-beta3 inh = inhibitors of human phospholipase C beta3 | Purified PLC-beta3, fluorogenic substrate, fluorescence | inhibition, % at 12.2 µM | hit rate 0.18% among 370,000 | Q01970; in the data active = inhibition above about 11%;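 note: 0% = median of compound wells on plate and 100% = full blocker control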
DDE Tn7 FP inh = inhibitors of Tn7 peptide binding to human fibrin DD(E); hit rate 0.13% among 370,000; inhibition, % at 8.3 µM; FP displacement of FITC-Tn7 peptide from fibrin DD(E); 0% = median of compound wells per plate;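 active = inhibition above the mean of compounds falling within the control limits plus 3 SD of them, cut at about 14% in these data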;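 note: 0% = plate median of compound wells and 100% = 10 µM Aha-Tn7 peptide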
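assay system = human clot-derived fibrin DD(E) complex | quantity = Fibrin-DD(E) at 2 µM final | timing = 10 min preincubation, 3 h with tracer, room temperature | signal = fluorescence polarization | measure = percent inhibition | benchmarks = high control wells with 10 µM unlabelled Aha-Tn7 peptide (full inhibition) | replicates = singlicate testing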
MBD2 inh = blocks human MBD2 binding to methylated DNA; Q9UBB5; TR-FRET, MBD2 binding to methylated oligonucleotide; inhibition, % at 4.4 µM; hit rate 0.31% among 370,000; in the data active = inhibition above about 13%
DDE Tn6 FP inh = DD(E)-Tn6 binding inhibition, primary FP screen | P02675 | Fibrin DD(E) TRITC-Tn6 fluorescence polarization displacement | inhibition, % at 8.3 µM | hit rate 0.21% among 370,000 | AID 720509;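 active = inhibition above a per-campaign cutoff: mean of compounds within control limits plus 3 SD, cut at about 15% in these data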;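 note: 0% = median of all compound wells on the plate and 100% = blocking peptide control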
UHRF1 binding = human UHRF1 methylated DNA binding inhibitors; Q96T88; UHRF1 binding to methylated oligo, TR-FRET; inhibition, % at 4.4 µM; hit rate 0.75% among 370,000; AID 687016; in the data active = inhibition above about 21%;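 note: UHRF1 SRA domain binding a hemimethylated CpG hairpin DNA probe; 0% = median of test compound wells and 100% = reference inhibitor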
ASAP1 GAP inh = inhibitors of human ASAP1 ArfGAP activity; hit rate 0.19% among 360,000; inhibition, % at 16.5 µM; AID 624377; ASAP1-stimulated ARF1 GTP hydrolysis, GDP FP detection; in the data active = inhibition above about 25%;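 note: 0% = vehicle with enzyme and substrate and 100% = no enzyme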
ADAM17 inh = ADAM17 inhibition, QFRET primary screen. P78536. hit rate 0.83% among 370,000. inhibition, % at 6.95 µM. recombinant ADAM17, EDANS/DABCYL FRET peptide cleavage;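 active = inhibition above the mean of compounds lying between control limits plus 3 SD, set per campaign, cut at about 8.5% in these data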;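 note: 0% = DMSO-only wells as the low control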
PLCg1 inh = inhibitors of human phospholipase C gamma1; purified PLC-gamma1, fluorogenic substrate, fluorescence; inhibition, % at 12.2 µM; hit rate 0.84% among 370,000; AID 720700; in the data active = inhibition above about 9.5%
Target sequence (P19174 whole entry, looked up): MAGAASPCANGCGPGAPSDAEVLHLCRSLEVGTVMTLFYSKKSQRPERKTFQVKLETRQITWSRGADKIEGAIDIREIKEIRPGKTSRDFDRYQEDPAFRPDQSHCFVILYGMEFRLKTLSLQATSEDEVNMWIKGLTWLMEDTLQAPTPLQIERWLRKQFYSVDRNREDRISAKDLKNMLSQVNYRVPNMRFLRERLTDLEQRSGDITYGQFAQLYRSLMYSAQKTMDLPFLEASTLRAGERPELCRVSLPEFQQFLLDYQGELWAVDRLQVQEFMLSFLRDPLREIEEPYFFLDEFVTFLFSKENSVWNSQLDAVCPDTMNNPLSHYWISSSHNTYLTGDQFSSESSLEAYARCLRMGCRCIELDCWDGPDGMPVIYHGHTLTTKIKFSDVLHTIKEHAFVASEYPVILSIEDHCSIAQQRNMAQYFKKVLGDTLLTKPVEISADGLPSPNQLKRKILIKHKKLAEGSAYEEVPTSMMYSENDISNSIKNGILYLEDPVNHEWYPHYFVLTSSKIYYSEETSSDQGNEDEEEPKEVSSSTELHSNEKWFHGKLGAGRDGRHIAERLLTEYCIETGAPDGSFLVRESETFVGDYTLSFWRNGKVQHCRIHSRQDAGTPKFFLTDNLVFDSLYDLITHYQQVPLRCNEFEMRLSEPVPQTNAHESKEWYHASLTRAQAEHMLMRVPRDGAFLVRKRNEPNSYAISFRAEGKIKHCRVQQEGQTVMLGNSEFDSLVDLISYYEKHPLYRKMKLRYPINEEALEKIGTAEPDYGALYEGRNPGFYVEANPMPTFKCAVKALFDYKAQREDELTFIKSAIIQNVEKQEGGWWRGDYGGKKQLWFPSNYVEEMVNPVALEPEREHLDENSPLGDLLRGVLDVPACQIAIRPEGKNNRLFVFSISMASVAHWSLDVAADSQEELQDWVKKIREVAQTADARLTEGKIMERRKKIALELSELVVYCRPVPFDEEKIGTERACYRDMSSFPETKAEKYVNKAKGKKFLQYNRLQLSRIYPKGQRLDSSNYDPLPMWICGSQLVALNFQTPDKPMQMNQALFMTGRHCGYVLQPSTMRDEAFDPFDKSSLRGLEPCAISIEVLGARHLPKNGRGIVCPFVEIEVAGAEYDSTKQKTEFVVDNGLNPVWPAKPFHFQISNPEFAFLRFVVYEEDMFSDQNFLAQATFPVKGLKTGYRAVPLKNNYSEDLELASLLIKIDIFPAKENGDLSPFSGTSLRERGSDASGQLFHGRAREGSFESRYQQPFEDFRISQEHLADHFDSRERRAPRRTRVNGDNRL
Numbers without * were called inactive; i = inactive; / = not tested or not shown. An unsorted share of the library; any-hit rate near 4.1%.

entry	molecule	ARFGAP1 inhibitor	proKLK7 act	PLC-beta3 inh	DDE Tn7 FP inh	MBD2 inh
1	CCCCNS(=O)(=O)c1ccc(OCC(=O)OC)cc1	-8	0.7	0	-1	-4
2	COC(=O)Cn1cnc2c(nnn2-c2cccc(OC)c2)c1=O	4	0.0	-4	2	0
3	CN(c1ccc(C(=O)N2CCCCCC2)cc1)S(=O)(=O)c1ccccc1	8	-0.6	0	-2	0
4	COc1cc(/C=C(/C#N)C(=O)c2c(C)[nH]c3ccccc23)ccc1OCC#N	3	0.0	-17	-4	3
5	CC(=O)c1cccc(NS(=O)(=O)c2cc3c(cc2C)N(C(C)=O)CCO3)c1	-11	0.3	-6	2	1
6	Brc1cc(Br)c2nc(-c3cccs3)ccc2c1	-4	-0.5	4	3	0
7	Clc1ccccc1CNc1ncnc2nc[nH]c12	-4	-0.3	-1	3	-7
8	Cc1ccc(C)c(N2CCN(S(=O)(=O)c3ccc4[nH]c(=O)c(=O)[nH]c4c3)CC2)c1	-2	0.2	0	3	3

entry	DDE Tn6 FP inh	UHRF1 binding	ASAP1 GAP inh	ADAM17 inh	PLCg1 inh
1	3	2	0	-3	-1
2	3	0	-6	-2	0
3	-5	-2	1	2	2
4	-7	6	4	1	-7
5	-4	-2	-3	-6	1
6	0	10	2	3	5
7	0	2	-10	-5	-2
8	-13	1	9	0	17*

The list continues:
entry	molecule	ARFGAP1 inhibitor	proKLK7 act	PLC-beta3 inh	DDE Tn7 FP inh	MBD2 inh
9	O=C(c1ccccn1)N1CCCC(N2CCN(Cc3ccc4c(c3)OCO4)CC2)C1 (stereo unspecified)	17	-0.3	-4	6	2
10	C[C@H](CO)N1C[C@H](C)[C@@H](CN(C)S(=O)(=O)c2ccccc2)Oc2ccc(NC(=O)NC3CCCCC3)cc2C1=O	10	0.2	5	-5	1
11	NC(=O)CCn1c(=O)oc2ccccc21	6	-0.3	0	0	-4
12	Cc1cc2sc3ccccc3c(=O)c2c(C)c1O	0	-3.9	-133	5	1
13	O=c1[nH]c(CSc2ncnc3sccc23)nc2ccccc12	-3	0.7	-3	2	1
14	Cc1ccc(Cl)cc1N1CCN(S(=O)(=O)c2cnc[nH]2)CC1	0	0.6	-1	-6	2
15	CSc1ccc(Cl)c(C(=O)Nc2ccc(OCC(N)=O)cc2)c1	-13	0.2	4	2	-5
16	CCOc1ccc(Oc2c(/C=N/NC(C)=O)c(C)nn2-c2ccccc2)cc1	15	0.0	-1	4	3

entry	DDE Tn6 FP inh	UHRF1 binding	ASAP1 GAP inh	ADAM17 inh	PLCg1 inh
9	-10	4	19	1	5
10	3	3	10	4	2
11	-8	2	-10	-2	0
12	4	4	-11	-2	-93
13	4	-1	0	-2	-1
14	-3	3	-4	0	-1
15	-8	-4	-5	0	-1
16	3	0	7	0	-7

Next part, overlapping the part above by two compounds.
entry	molecule	ARFGAP1 inhibitor	proKLK7 act	PLC-beta3 inh	DDE Tn7 FP inh	MBD2 inh
15	CSc1ccc(Cl)c(C(=O)Nc2ccc(OCC(N)=O)cc2)c1	-13	0.2	4	2	-5
16	CCOc1ccc(Oc2c(/C=N/NC(C)=O)c(C)nn2-c2ccccc2)cc1	15	0.0	-1	4	3
17	Cc1cc(C)c2c(N)c(C(=O)NCC3CCCCC3)sc2n1	-16	-6.6	i	5	-6
18	CCCCc1noc2c1/C(=N\O)CC(c1ccccc1)C2 (stereo unspecified)	3	-0.4	0	-2	0
19	CCOC(=O)c1c(C2CC2)csc1NC(C)=O	1	0.0	-2	1	-8
20	Cc1c(C(=O)N/N=C/c2c(O)ccc3ccccc23)nnn1-c1nonc1N	9	0.1	-5	-3	-2
21	COc1ccccc1C(=O)NCCC(=O)N(C)CC(=O)Nc1ccc(Cl)cc1	2	0.0	0	-5	-7
22	CC(O)CNc1nc2ccccc2n1CC(=O)NCCc1ccc(Cl)cc1 (stereo unspecified)	-2	0.1	3	8	2
23	Cc1ccc(-c2cc(C(=O)O)n[nH]2)o1	-17	-0.1	2	3	1
24	CCOC(=O)c1[nH]c2c(c1-c1ccccc1)C(=O)CC(c1ccc(OC)c(OC)c1)C2 (stereo unspecified)	4	-0.1	-1	0	3

entry	DDE Tn6 FP inh	UHRF1 binding	ASAP1 GAP inh	ADAM17 inh	PLCg1 inh
15	-8	-4	-5	0	-1
16	3	0	7	0	-7
17	-2	1	1	-64	i
18	-7	0	2	1	2
19	-1	1	-7	0	2
20	4	-1	-4	-2	-3
21	6	0	2	0	-1
22	2	-1	-7	1	0
23	9	-2	-9	-1	3
24	-1	2	4	-1	-1

Sorted by heavy-atom count (rising): 3 of the compounds above
entry	molecule	ARFGAP1 inhibitor	proKLK7 act	PLC-beta3 inh	DDE Tn7 FP inh	MBD2 inh
23	Cc1ccc(-c2cc(C(=O)O)n[nH]2)o1	-17	-0.1	2	3	1
17	Cc1cc(C)c2c(N)c(C(=O)NCC3CCCCC3)sc2n1	-16	-6.6	i	5	-6
22	CC(O)CNc1nc2ccccc2n1CC(=O)NCCc1ccc(Cl)cc1 (stereo unspecified)	-2	0.1	3	8	2

entry	DDE Tn6 FP inh	UHRF1 binding	ASAP1 GAP inh	ADAM17 inh	PLCg1 inh
23	9	-2	-9	-1	3
17	-2	1	1	-64	i
22	2	-1	-7	1	0

Next compounds:
entry	molecule	ARFGAP1 inhibitor	proKLK7 act	PLC-beta3 inh	DDE Tn7 FP inh	MBD2 inh
25	COc1ccc(C)c2sc(N(CCN(C)C)C(=O)/C=C/c3cccs3)nc12	19	-24	-15	3	-4
26	CCOC(=O)C1CCN(CCC(=O)Nc2cccc(C)c2)CC1	-8	0.0	2	-1	1
27	CCN(C(=O)c1cccc(S(=O)(=O)N(C)C)c1)C12CC3CC(CC(C3)C1)C2	-2	0.3	-4	-7	1
28	CCc1ccc(NC(=S)NCc2cccnc2)cc1	-2	0.0	-5	-9	1
29	COc1ccc(S(=O)(=O)N2CCCCC2)cc1NC(=O)Cc1cccs1	4	-0.2	-4	2	1
30	CC(C)OCCCNC(=O)C1CCC(=O)N1C(C)C (stereo unspecified)	5	0.5	1	-6	3
31	CCc1cccc(OCC2Cn3c(nc4c3c(=O)n(C)c(=O)n4C)O2)c1 (stereo unspecified)	-4	-0.2	-2	-9	4
32	O=C(CCS(=O)(=O)c1ccc(Br)s1)NC1CCCCCC1	-6	-0.2	-1	3	3

entry	DDE Tn6 FP inh	UHRF1 binding	ASAP1 GAP inh	ADAM17 inh	PLCg1 inh
25	-2	-20	14	-3	-2
26	2	-3	-1	-3	2
27	-2	1	0	-3	1
28	-7	-1	-9	3	2
29	1	0	-7	3	-1
30	0	-4	9	2	4
31	-4	1	-12	-4	1
32	-3	-3	-14	-6	1

(listing goes on)
entry	molecule	ARFGAP1 inhibitor	proKLK7 act	PLC-beta3 inh	DDE Tn7 FP inh	MBD2 inh
33	O=C(N/N=C/c1ccc[nH]1)c1ccccc1OCc1ccc(F)cc1	-4	-0.4	-32	-3	-3
34	CC(=O)Nc1ccc(S(=O)(=O)N[C@@H](C)C(=O)N2CCN(c3ccccn3)CC2)cc1	7	0.3	-1	-3	-1
35	COc1cccc(CN(Cc2ccco2)C(c2ccc(F)cc2)c2nnnn2C(C)(C)C)c1 (stereo unspecified)	0	0.3	-2	2	-6
36	CCCCOCCCNC(=O)C[C@H]1C[C@@]2(C(=O)OC)C(=C[C@H](C(C)C)O[C@@H]2C2CC2)N(CCc2ccc(OC)c(OC)c2)C1=O	/	-0.6	1	3	-7
37	COc1ccc(C(=O)NCCN2C(=O)C3C4C=CC(C4)C3C2=O)cc1OC (stereo unspecified)	/	0.5	4	-4	-1
38	O=C(CN(Cc1ccc(Cl)cc1)C(=O)c1csnn1)NCc1ccccc1	-5	-0.1	0	-4	2
39	Cc1cc(C)c(NC(=S)NC(NC(=O)c2ccccc2)C(Cl)(Cl)Cl)c(C)c1 (stereo unspecified)	4	-0.9	0	0	4
40	O=C(O)c1ccccc1CSc1nc2ccccc2n1Cc1ccccc1C(=O)O	2	0.6	3	1	-1

entry	DDE Tn6 FP inh	UHRF1 binding	ASAP1 GAP inh	ADAM17 inh	PLCg1 inh
33	-4	-6	4	-3	-16
34	3	0	-8	0	6
35	-4	1	-2	-2	2
36	8	-1	/	-2	-1
37	5	0	/	0	3
38	-2	0	-8	-1	-1
39	-4	-1	-8	0	-1
40	-1	-1	1	1	-2

(listing goes on)
entry	molecule	ARFGAP1 inhibitor	proKLK7 act	PLC-beta3 inh	DDE Tn7 FP inh	MBD2 inh
41	CONc1nc2nonc2nc1NOC	11	0.6	1	8	-3
42	CC(C)C[C@@H]1COc2cc(Br)ccc2S(=O)(=O)N1Cc1cn(CCC2OCCO2)nn1	/	0.3	0	-8	-1
43	CCOC(=O)c1c(S(=O)(=O)Nc2cccc(Cl)c2)c(C)n(C)c1C	11	0.4	-9	-7	0
44	COc1cccc(CNC(=O)c2cc(COc3c(F)cccc3F)on2)c1	12	-0.1	-9	4	-6
45	CCc1nnc(NC(=O)CN2C(=O)N(C)C3(CCCCC3)C2=O)s1	1	0.2	-1	7	-2
46	Cc1ccnc(NS(=O)(=O)c2cnc(Cl)c(Br)c2)c1	5	0.6	3	-2	-4
47	CCOc1cc(-c2nc3ccccc3s2)ccc1O	11	-19	i	9	3
48	COC(=O)[C@H](CC(C)C)NC(=O)c1cc2c(cn1)[nH]c1ccccc12	-3	3.0	-42	11	-4
49	COc1cccc(CNC(=O)CCCc2cn(C)c3ccccc23)c1	-1	-0.1	-8	-1	-5

entry	DDE Tn6 FP inh	UHRF1 binding	ASAP1 GAP inh	ADAM17 inh	PLCg1 inh
41	15*	0	-4	-2	-2
42	6	1	/	-1	0
43	-4	0	1	-9	-6
44	-1	0	1	0	-7
45	1	0	-2	-4	2
46	2	-3	11	-2	4
47	3	-5	-6	-258	i
48	7	-1	-13	-33	-28
49	-8	-1	0	-4	-1
